Assay outcomes deposited in PubChem by National Center for Advancing Translational Sciences (NCATS).
Pf growth 96h: Primary qHTS for delayed death inhibitors of the malarial parasite plastid, 96 hour incubation; Potency, µM (series often up to 28.7 µM), without a hit: top-dose activity change, negative = inhibition, actives largely listed as inhibitors; 320,000 compounds, 6.9% hits; P. falciparum luciferase reporter growth, 96 h; also: potency is read from the fitted curve at half-maximal effect; % is scaled to controls: 0 for no effect and ±100 for the full control effect
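Plates of compound plus infected erythrocytes (2% hematocrit, 0.05% parasitemia final) incubate 96 hours, 37 C, 5% CO2. Detection reagent added; reduced luminescence from the parasites' luciferase reporter flags inhibition.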
TbPYK inhibitor: qHTS of Trypanosoma Brucei Inhibitors; TbPYK enzyme, Kinase-Glo Plus ATP luminescence, 45 min; Potency, µM (doses to about 76.8 µM), without a hit: top-dose activity, negative = inhibition, hits mostly inhibitors; 410,000 compounds, 0.12% hits; AID 624173, 2012; also: potency is read from the fitted curve at half-maximal effect; % is scaled to controls: 0 for no effect and ±100 for the full control effect; nearly all actives have a fitted effect of over 50% in size
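ADP (130 uM final) triggers the TbPYK reaction after compound addition; incubation is 45 min at room temperature. Kinase-Glo Plus is then added and luminescence imaged. Normalized data are fitted to concentration-effect curves.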
LmPK inhibitor: qHTS Assay for Inhibitors of Leishmania Mexicana Pyruvate Kinase (LmPK); Q27686; purified LmPK, Kinase-Glo ATP luminescence, 1 h; Potency, µM (highest dose often 57.5 µM), for inactives: at the top dose activity change, negative = inhibition, usual class: inhibitors; 290,000 compounds, 0.37% hits; AID 1721, 2009; also: potency is read from the fitted curve at half-maximal effect; % is scaled to controls: 0 for no effect and ±100 for the full control effect
Target sequence (Q27686 whole entry, looked up): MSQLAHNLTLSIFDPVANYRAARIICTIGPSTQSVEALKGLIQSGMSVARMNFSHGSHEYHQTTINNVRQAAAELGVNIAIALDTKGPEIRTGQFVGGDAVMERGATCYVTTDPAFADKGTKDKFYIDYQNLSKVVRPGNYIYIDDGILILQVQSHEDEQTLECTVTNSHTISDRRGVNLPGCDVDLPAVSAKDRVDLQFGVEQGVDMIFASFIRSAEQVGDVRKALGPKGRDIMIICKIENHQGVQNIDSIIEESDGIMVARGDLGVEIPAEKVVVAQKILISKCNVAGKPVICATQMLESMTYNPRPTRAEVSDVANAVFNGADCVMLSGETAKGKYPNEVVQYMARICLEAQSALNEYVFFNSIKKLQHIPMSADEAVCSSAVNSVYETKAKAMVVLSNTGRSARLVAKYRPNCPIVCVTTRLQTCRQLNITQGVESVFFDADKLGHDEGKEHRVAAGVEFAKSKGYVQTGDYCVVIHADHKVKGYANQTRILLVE
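qHTS format; LmPK 0.1 nM; substrates PEP 0.5 mM and ADP 0.1 mM. One-hour room-temperature incubation, then coupled luciferase luminescence; 0.5 nM enzyme wells mark activation.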
Pf growth 48h: Primary qHTS for delayed death inhibitors of the malarial parasite plastid, 48 hour incubation | P. falciparum luciferase growth in erythrocytes, 48 h | Potency, µM (doses to about 28.7 µM), for inactives: top-dose activity change, negative = inhibition, hits mostly inhibitors | 310,000 compounds, 5.9% hits; also: potency is read from the fitted curve at half-maximal effect; % is scaled to controls: 0 for no effect and ±100 for the full control effect
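First compound was added to culture medium, then infected red cells at 0.1% parasitemia and 2% hematocrit (final). After incubation at 37 C under 5% CO2, luciferase detection reagent was dispensed and light output recorded.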
HCV inhibitor: qHTS Assay for Inhibitors of Hepatitis C Virus (HCV); Huh7.5.1 HCVcc-Cre infection, luciferase reporter, 44 h; Potency, µM (series often up to 41.8 µM), for the others: at the top dose activity change, negative = inhibition, actives largely listed as inhibitors; 340,000 compounds, 3.4% hits; AID 651820, 2012; also: potency is read from the fitted curve at half-maximal effect; % is scaled to controls: 0 for no effect and ±100 for the full control effect
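1,000 cells/well; 4 h culture; + compound; + HCVcc-Cre (~0.5 moi); 44 h; luciferase substrate, RT 15 min; read 15 sec.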
CHX counter: Cycloheximide Counterscreen for Small Molecule Inhibitors of Shiga Toxin | cell reporter, cycloheximide protein synthesis inhibition counterscreen | max response, % | 300,000 compounds, 12% hits; in the data active = max response mostly above about 13%, no sharp cut-off; inactive = mostly below about 14%; also: read at 38.3 µM for the half of the compounds with a filed dose; 0% is about no effect
Shiga toxin inh: A qHTS for Small Molecule Inhibitors of Shiga Toxin. Vero cells, Shiga toxin protein synthesis inhibition reporter. inhibition, % at 38.7 µM. 290,000 compounds, 9.2% hits. AID 2315, 2010; in the data active = inhibition mostly above about 28%, no sharp cut-off; inactive = mostly below about 43%; also: 0% is about no effect
Active calls of the source: *; i = inactive; ? = inconclusive; . = no result given; [ ] = another dose, or the depositor's remark. Unless noted, calls follow the shape of the dose curve; as a rule, active = well fitted curve in the direction sought with a large enough effect; inconclusive = small, poorly fitted or top-dose-only effect, or another doubt; inactive = no such curve, though single readings can be large; an effect the other way counts as inactive or inconclusive.

SMILES	Pf growth 96h	TbPYK inhibitor	LmPK inhibitor	Pf growth 48h	HCV inhibitor	CHX counter	Shiga toxin inh
COc1ccc(N=c2oc3cc(O)ccc3cc2C(=O)NCC2CCCO2)c(OC)c1 (stereo unspecified)	-29%	1%	-1%	?	-10%	9	-3
CNc1nc(C)c([N+](=O)[O-])c(Nc2ccc(OC)cc2)n1	-99%	-22%	-6%	8%	-16%	-2	0
O=C(NCCCn1ccnc1)/C(=C\c1cccnc1)NC(=O)c1ccccc1Br	39%[activator]	1%	-2%	-1%	23%	-3	-8
CC(=O)O[C@]1(c2ccccc2)CCN(C)[C@H]2CCCC[C@@H]21	?	1%	0%	-11%	15%	-2	-5
C=CCNC(=S)Nc1ccc(OC)c(S(=O)(=O)N2CCOCC2)c1	15%	-5%	-1%	-3%	3%	-3	-6
COc1ccc(OC)c(-c2nc(C)sc2CC(=O)O)c1	.	-5%	-1%	11%	10%	-1	-6
O=C(CSc1nncn1-c1cccnc1)N(c1ccccc1)c1ccccc1	?	-3%	-5%	6%	-7%	-1	-12
O=C(OCc1cccs1)c1ccccc1NS(=O)(=O)c1ccc2c(c1)OCCO2	.	-5%	-4%	?	8.9µM*	2	1
O=C(NCCn1cc(SCc2ccccc2)c2ccccc21)c1ccccc1F	?	3%	-2%	?	11µM*	2	12
CCc1c(C)nc2cc(-c3ccc(OC)c(OC)c3)nn2c1N1CCC(C)CC1	44%[activator]	0%	5%	7.4µM*	-9%	12	132
Cc1ccc(S(=O)(=O)N2CCC(C(=O)Nc3ccc(S(=O)(=O)N4CCCC4)cc3)CC2)cc1	4.7µM*	-2%	.	13µM*	-21%	.	.
CC(C)CN(C)Cc1c(C(=O)N2CCc3ccccc3C2)nc2ccc(Cl)cn12	?	-2%	-2%	7.4µM*	?	1	-9
COC(=O)c1ccc(NC(=O)C23CCC(C)(C(=O)O2)C3(C)C)cc1 (stereo unspecified)	?	-1%	-1%	30%[activator]	6%	-2	43
Cc1nc(C(F)(F)F)c(C(=O)NC(=O)Nc2ccc(OC(F)(F)F)cc2)s1	14%	-3%	-1%	-16%	-8%	1	-8
Cc1cnn2c(C3CC3)ccnc12	?	9%	-1%	i	13%	-5	1
O=C(O)c1cc([N+](=O)[O-])cc2c1nnn2O	-9%	-15%	-27%	9%	-23%	8	-9
COC(=O)Cn1c(=NC(=O)c2cc(OC)c(OC)c(OC)c2)sc2cc(OC)ccc21	?	-11%	1%	-2%	?	-3	3
CC1=CC2=NC(=O)/C(=C\c3cc(C)n(-c4ccccc4)c3C)C(=N)N2O1	?	-1%	3%	?	-21%	-1	1
CCOC(=O)Cn1c(Br)nc2c1c(=O)[nH]c(=O)n2C	.	2%	0%	-10%	-3%	1	18
CCOC(=O)C1CCN(C(=O)Cn2cnc3sc(C)c(S(=O)(=O)N4CCOCC4)c3c2=O)CC1	?	2%	-1%	1.5µM*	9%	-5	-26

Exported with bars between the fields: two of the compounds above.
Molecule | Pf growth 96h | TbPYK inhibitor | LmPK inhibitor | Pf growth 48h | HCV inhibitor | CHX counter | Shiga toxin inh
CCOC(=O)Cn1c(Br)nc2c1c(=O)[nH]c(=O)n2C | . | 2% | 0% | -10% | -3% | 1 | 18
CCOC(=O)C1CCN(C(=O)Cn2cnc3sc(C)c(S(=O)(=O)N4CCOCC4)c3c2=O)CC1 | ? | 2% | -1% | 1.5µM* | 9% | -5 | -26

The listing continues.
SMILES	Pf growth 96h	TbPYK inhibitor	LmPK inhibitor	Pf growth 48h	HCV inhibitor	CHX counter	Shiga toxin inh
COc1ccc(C(=O)NCc2cccc(Cl)c2)cc1S(=O)(=O)N1CCOCC1	-5%	0%	.	?	?	.	.
COC(=O)C1=C(c2cccc(OCc3ccccc3)c2)C[C@@H]2CC[C@H]1N2C(=O)NCc1ccc(OC)cc1	?	1%	.	7.4µM*	22µM*	.	.
O=C(Cc1n[nH]c(=O)c2ccccc12)OCc1c(Cl)cccc1Cl	-6%	1%	6%	-11%	5%	-2	-1
COc1ccc(Nc2nc(Nc3ccc(OC)cc3)nc(SC3=NCCS3)n2)cc1	12µM*	1%	-1%	.	?	-8	-13
CCCCCCCC/C=C\CCCCCCCC(=O)NCCc1ccc(O)c(O)c1	?	-4%	.	10µM*	?	.	.
CN1C(=O)c2ccc(NC(=O)c3c(C(=O)O)cccc3[N+](=O)[O-])cc2C1=O	57%[activator]	5%	-3%	-5%	0%	-4	4
CCOC(=O)N1CCC(NC(=O)Cn2ncc3c2-c2cc(C)ccc2OC3)CC1	-3%	-13%	18%	.	13%	-2	-7
O=C(O)Cn1ncc2c1-c1ccoc1CC2	-41%	-17%	7%	.	9%	-1	10
COc1ccc2oc(C(=O)OCC(=O)NC(=O)NC(C)C)c(C)c2c1	-12%	.	15%	.	?	14	2
CC(=O)N1c2ccccc2N2C(c3c(C)c(C)cc(C)c3C)=NON12	-16%	-6%	2%	?	0%	12	-7
CCCCOc1ccc(/C=C/C(=O)OCC(=O)c2c(N)n(C)c(=O)n(C)c2=O)cc1OCC	-14%	0%	5%	-18%	-13%	-2	-2
O=c1ncn(-c2ccc(F)cc2)c2ncccc12	.	0%	-5%	7%	3%	-4	-15
Cn1c(=O)[nH]c(=O)c2c1nc(Br)n2CCCSc1nc2ccccc2o1	.	-10%	3%	-23%	?	9	-2
Cc1ccc([N+](=O)[O-])cc1-c1ccc(/C=N/NC(=O)c2cc3c(ccc4ccccc43)o2)o1	41%	2%	1%	.	?	-2	-8
C=CCn1c(N)cc(=O)nc1SC(CC)C(=O)Nc1ccc(C(C)=O)cc1 (stereo unspecified)	19%	7%	-3%	5%	-26%	-4	-7
COc1ccc(S(=O)(=O)NC2CC(C)(C)NC(C)(C)C2)cc1C(C)C	?	-1%	2%	?	?	1	-3
CCN(CC)CCN1C(=O)c2ccccc2NC1c1ccc(N(C)C)cc1 (stereo unspecified)	.	-25%	-12%	0.41µM*	12%	30	66
Cc1ccc(-c2nc(C#N)c(NCCN3CCCCC3)o2)cc1	-19%	4%	-2%	-21%	-24%	15*	25*
c1ccc2c(Nc3nnc(-c4ccncc4)s3)cccc2c1	80%[activator]	-4%	-4%	79%[activator]	?	48*	34*
CCOc1cc(/C=N\NC(=O)Cc2ccccc2)ccc1OCC(=O)Nc1ccc(C)c(C)c1	.	-6%	-4%	-17%	?	-1	-21
Cc1nc(-c2ccc(C#N)cc2)cs1	-1%	1%	1%	2%	0%	11	4
O=C(O)c1cc2ccc3ccccc3c2oc1=O	?	-1%	-2%	-8%	-8%	11	-45
O=C(c1ccc2c(=O)n(-c3ccccc3)c(=S)[nH]c2c1)N1CCN(c2ccccc2)CC1	-7%	1%	.	?	11µM*	.	.
Oc1ccc(Br)cc1/C=N/n1cnc2ccccc21	2.3µM*	-3%	2%	3.3µM*	-29%	41*	60*
Cc1cc(C)n(-c2ccc(F)cc2)c(=O)c1C(=O)O	?	-4%	-1%	-4%	-27%	9	-7
COC(=O)Nc1nnc(COc2ccccc2)s1	11%	1%	-2%	8%	8%	-2	-3
Fc1ccc(CNCCc2ccccc2)cc1	10%	7%	-3%	-22%	5%	1	-8
Cc1noc(C)c1COc1cccc(C(=O)OC(C)C(=O)Nc2ccc3c(c2)OCO3)c1 (stereo unspecified)	.	-2%	9%	-5%	-26%	-2	-7
COC(=O)Cn1c(N)[n+](Cc2ccccc2)c2ccccc21	58%[activator]	1%	.	13%	2%	.	.
CCCN1C(=O)c2ccc(C(=O)NC3CCCCC3)cc2C1=O	.	4%	-1%	15%	10%	2	-5
CNC(=O)CCc1nc(-c2ccc(C(C)(C)C)cc2)no1	?	-8%	-3%	193%[activator]	-11%	41*	57
C=CCn1c(SCC(=O)Nc2cc(Cl)ccc2C(=O)O)nc2sc(C)c(C)c2c1=O	-22%	-10%	.	10%	16%	.	.
CC(C)(C)c1ccc(C2(C)NC(=O)N(CC(=O)c3ccc[nH]3)C2=O)cc1 (stereo unspecified)	-12%	-5%	7%	-7%	12%	-4	-12
O=C(Oc1cc(Cl)cc(Cl)c1)c1cnc2n(c1=O)CCS2	13%	-2%	-3%	1%	25%	1	-2
Cc1cc(Cl)ccc1NC(=S)N1CCOCC1	?	-2%	3%	0%	27%	-2	2
CCN(c1ccccc1)S(=O)(=O)c1ccc(OC)c(NC(=O)C2CC(=O)N(Cc3ccccc3)C2)c1 (stereo unspecified)	13µM*	2%	5%	6.6µM*	?	-2	-5
O=C(CN1CCN(C(=O)C2CCCO2)CC1)Nc1c(Cl)cccc1Cl (stereo unspecified)	?	2%	4%	0%	16%	-2	-7
CC(=O)C(Sc1ccc2nnc(-c3ccc(F)cc3)n2n1)C(C)=O	?	-20%	-1%	.	-4%	-4	-18
Cc1cc(-c2ccccc2)nc(SCc2ccc(C(=O)O)o2)n1	.	0%	-2%	33%[activator]	-24%	0	-10
O=C(COC(=O)c1ccc([N+](=O)[O-])s1)NCc1ccc(F)cc1	-7%	5%	0%	-3%	27%	-1	3

No new results follow: an excerpt of the list.
SMILES	Pf growth 96h	TbPYK inhibitor	LmPK inhibitor	Pf growth 48h	HCV inhibitor	CHX counter	Shiga toxin inh
Cc1nc(-c2ccc(C#N)cc2)cs1	-1%	1%	1%	2%	0%	11	4
O=C(O)c1cc2ccc3ccccc3c2oc1=O	?	-1%	-2%	-8%	-8%	11	-45
O=C(c1ccc2c(=O)n(-c3ccccc3)c(=S)[nH]c2c1)N1CCN(c2ccccc2)CC1	-7%	1%	.	?	11µM*	.	.

(further entries)
SMILES	Pf growth 96h	TbPYK inhibitor	LmPK inhibitor	Pf growth 48h	HCV inhibitor	CHX counter	Shiga toxin inh
O=C(NNC(=S)NCc1ccccc1)c1cccc([N+](=O)[O-])c1	-15%	-13%	0%	6%	19%	-2	-1
Clc1ccc(-c2nn3cnnc3s2)c(Cl)c1	.	1%	-11%	19%	4%	-2	-13
O=C(Nc1nc2ccccc2s1)C1CC(=O)N(c2ccc(Br)cc2)C1 (stereo unspecified)	-11%	-9%	9%	.	12%	7	-1
Cc1cc(C=NCCCO)c(C)n1-c1cc(Cl)ccc1Cl	3%	1%	-5%	9%	23%	15	-3
CC(CCc1ccccc1)NC(=O)COC(=O)c1ccc(NC(N)=O)cc1 (stereo unspecified)	-21%	-3%	1%	?	-13%	-6	3
COc1ccc(OC)c(NC(=O)C2CCCNC2=O)c1 (stereo unspecified)	29%	0%	1%	.	13%	-1	-15
CCN(CC)CCCN(Cc1cc2cc3c(cc2[nH]c1=O)OCO3)C(=S)NCc1ccco1	-16%	1%	6%	?	-13%	-4	10
CC1CCCCC1NC(=O)c1ccc(-n2cncn2)c([N+](=O)[O-])c1 (stereo unspecified)	26%	-3%	.	8%	-12%	.	.
COCC(C)n1c(COc2ccccc2F)nnc1SCC(=O)Nc1oc(C)c2c(C)n[nH]c(=O)c12 (stereo unspecified)	14%	?	.	1%	1%	.	.
COc1ccc(CNC(=O)c2cccc3c2C(=O)N(Cc2cccnc2)C3)cc1	4%	4%	-1%	?	-17%	-5	-14
COc1ccc(N2CCN(C(=O)c3ccc(CS(=O)Cc4ccc(Cl)cc4)o3)CC2)cc1 (stereo unspecified)	?	-7%	-2%	-8%	-7%	8	-8
COc1cccc(-c2nc3ccc(C(=O)N4CCCC(O)C4)cc3o2)c1 (stereo unspecified)	10µM*	-7%	-7%	1%	-5%	59*	112*
